CIT2 TOR yeast – modulators of CIT2-GFP expression in yeast, primary screen, S. cerevisiae, GFP fusion, multiplex flow cytometry, MLPCN library | GFP response vs DMSO, % at 10 µM | S. cerevisiae CIT2-GFP strain, 3 h; 100 means same as DMSO wells | 0.065% of 320,000 active | AID 2029, 2009;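 active = GFP response relative to DMSO above a set limit, near the screen mean plus 3 SD, cut at about 150% in these data; inconclusive = Fewer than 70 cells measured for a yeast strain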;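 note: ratio of well median GFP fluorescence to mean of DMSO wells on the plate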
VLA-4 inh – inhibition in human VLA-4 binding assay, primary screen, VLA-4 allosteric modulator project, MLPCN library, flow cytometry, VLA-4 expressing cells; Integrin alpha-4 (Homo sapiens), P13612; ligand binding flow cytometry; inhibition, % (about 7 µM as worked out from the volumes in the protocol); 0.2% of 330,000 active; AID 2557, 2010; in the data active = inhibition above about 50%
LAP4-GFP MLPCN – modulators of LAP4-GFP expression in yeast, primary screen, S. cerevisiae, multiplex flow cytometry, MLPCN library; 3 h; median GFP as percent of DMSO wells; GFP response vs DMSO, % at 10 µM; 0.34% of 320,000 active;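 active = GFP response vs DMSO above a set limit, about the screen mean plus 3 SD, cut at about 150% in these data; inconclusive = under 70 cell events counted for the yeast strain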
RPL19A-GFP yeast – RPL19A-GFP expression modulators in yeast, primary screen, cell-based, S. cerevisiae, multiplex flow cytometry, MLPCN | S. cerevisiae RPL19A-GFP strain, 3 h; stronger effect = lower value | percent response vs DMSO, % at 10 µM | 0.3% of 330,000 active | AID 2025, 2009;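 active = percent response vs DMSO below 50%; inconclusive = fewer than 70 events counted for the yeast strain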;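 note: median channel GFP fluorescence of the barcoded RPL19A-GFP strain; ratio of sample median GFP to plate DMSO average so 100% = DMSO; lower means less RPL19A-GFP as with rapamycin TOR inhibition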
GASC-1 inh – inhibitors of GASC-1 histone demethylase, primary screen, biochemical, fluorescence, DELFIA europium; Lysine-specific demethylase 4C (Homo sapiens), Q9H3R0; GST-JMJD2C(1-420) H3K9me3 demethylation; inhibition, % at 2.35 µM; 0.069% of 330,000 active; AID 2099, 2009;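 active = more than half of a compound's replicate wells show inhibition beyond 50%, single wells judged on their own value; inconclusive = some, but no more than half, of replicates pass 50% inhibition; inactive = no replicate passes 50% inhibition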;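 note: signal counts dimethyl H3K9 product captured on neutravidin plate; 0% = median of DMSO wells and 100% = 0.3 times that DMSO median; strong numbers were not always called active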
Target sequence (Q9H3R0 1-420 limits assumed): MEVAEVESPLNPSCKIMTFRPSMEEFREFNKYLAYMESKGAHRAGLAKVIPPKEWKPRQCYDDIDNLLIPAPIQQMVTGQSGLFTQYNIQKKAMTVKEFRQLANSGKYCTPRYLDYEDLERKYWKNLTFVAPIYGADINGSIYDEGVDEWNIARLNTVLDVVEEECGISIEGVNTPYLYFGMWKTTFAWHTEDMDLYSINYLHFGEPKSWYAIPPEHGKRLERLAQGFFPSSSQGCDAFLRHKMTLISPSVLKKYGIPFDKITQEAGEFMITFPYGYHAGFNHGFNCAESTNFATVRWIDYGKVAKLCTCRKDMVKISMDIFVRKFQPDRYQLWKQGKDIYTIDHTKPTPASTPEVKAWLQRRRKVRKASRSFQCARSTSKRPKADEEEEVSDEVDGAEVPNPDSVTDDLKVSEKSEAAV
MEP2 TOR yeast – modulators of MEP2-GFP levels in yeast, primary screen, S. cerevisiae, multiplex flow cytometry, MLPCN library | S. cerevisiae MEP2-GFP strain, 3 h; 100% = DMSO control level | 0.51% of 330,000 active | GFP response vs DMSO, % at 10 µM;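 active = GFP response versus DMSO above a set limit, roughly screen mean plus 3 SD, cut at about 180% in these data; inconclusive = fewer than 70 cells counted for a yeast strain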;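 note: median GFP fluorescence of the barcode-gated MEP2-GFP cells per well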
AGP1 TOR yeast – modulators of AGP1-GFP expression in yeast TOR pathway, primary screen, cell-based, multiplex flow cytometry, S. cerevisiae, MLPCN library. 3 h; GFP as percent of DMSO wells. 0.02% of 320,000 active. GFP response vs DMSO, % at 10 µM;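 active = GFP response relative to DMSO above a set limit, near screen average plus 3 SD, cut at about 150% in these data; inconclusive = fewer than 70 cells counted for the yeast strain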;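 note: median GFP channel fluorescence of the gated AGP1 strain per well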
GRK2 aptamer HTS – compounds blocking aptamer binding on GRK2 – biochemical, human GRK2, bead flow cytometry, HTS, primary screen; Beta-adrenergic receptor kinase 1 (Homo sapiens), P25098; FAM-aptamer displacement from GRK2; inhibition of aptamer binding, % at 10 µM; 0.59% of 330,000 active;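 active = inhibition of aptamer binding above 40%, roughly 3 SD of noise, on plates passing a quality check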;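 note: median bead fluorescence of bound FAM aptamer so fluorescent compounds give negative values; no value below 0 was filed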
Target sequence (P25098 whole entry, looked up): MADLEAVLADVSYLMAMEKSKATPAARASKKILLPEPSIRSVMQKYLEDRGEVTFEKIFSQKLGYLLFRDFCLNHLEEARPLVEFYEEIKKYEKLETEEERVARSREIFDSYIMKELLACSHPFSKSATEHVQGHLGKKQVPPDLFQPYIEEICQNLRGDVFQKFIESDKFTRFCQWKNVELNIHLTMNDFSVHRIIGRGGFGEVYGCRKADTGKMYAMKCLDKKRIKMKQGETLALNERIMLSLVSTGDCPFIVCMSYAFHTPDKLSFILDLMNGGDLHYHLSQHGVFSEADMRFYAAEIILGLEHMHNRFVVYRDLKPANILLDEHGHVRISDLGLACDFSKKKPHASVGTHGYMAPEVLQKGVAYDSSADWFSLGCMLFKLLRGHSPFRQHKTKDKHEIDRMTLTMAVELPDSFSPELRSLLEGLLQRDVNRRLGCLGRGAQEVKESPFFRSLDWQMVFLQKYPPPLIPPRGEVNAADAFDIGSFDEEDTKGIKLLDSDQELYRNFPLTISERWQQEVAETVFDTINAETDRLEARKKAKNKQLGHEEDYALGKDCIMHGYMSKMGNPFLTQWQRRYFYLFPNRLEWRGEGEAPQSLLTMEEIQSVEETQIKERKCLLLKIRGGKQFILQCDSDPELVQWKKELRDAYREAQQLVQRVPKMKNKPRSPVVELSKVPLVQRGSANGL
* = called active by the depositor; u = inconclusive; x = not tested or not shown; [ ] = remark or other dose. Rows are unselected, and some 1.7% of all compounds hit somewhere here.

SMILES | CIT2 TOR yeast | VLA-4 inh | LAP4-GFP MLPCN | RPL19A-GFP yeast | GASC-1 inh | MEP2 TOR yeast | AGP1 TOR yeast | GRK2 aptamer HTS
Cn1c(-c2ccc3c(c2)OCO3)cnc1NCc1cccc(O)c1 | 98 | 0 | 97 | 96 | -1 | 100 | 98 | 2
O=C(NCCC(=O)N1CCN(C(=O)c2ccco2)CC1)c1ccc(Br)cc1 | 98 | -3 | 92 | 92 | -2 | 97 | 93 | 0
CC(=O)CSc1nnc2c3ccccc3nc(C(C)(C)C)n12 | 86 | -11 | 92 | 91 | 11 | 89 | 86 | 1
CCOc1cc(C(=O)Nc2cccc3ncccc23)cc(OCC)c1OCC | 101 | 2 | 99 | 104 | 5 | 103 | x | 0
CN1CCN(c2nc(NCCOC34CC5CC(CC(C5)C3)C4)nc(OCC(F)(F)F)n2)CC1 | 97 | -5 | 95 | 98 | 0 | 99 | 98 | 0
CC(C)NC(=O)Cn1c(=O)cnc2ccccc21 | 99 | 11 | 91 | 106 | 7 | 110 | 100 | 4
CCc1cccc(CC)c1NC(=S)NCc1nc2ccccc2[nH]1 | 101 | -17 | 89 | 100 | 8 | 97 | 98 | 0
O=C(C1CCN(S(=O)(=O)N2CCCC2)CC1)N1CCCCC1 | 94 | -2 | 89 | 91 | -10 | 93 | 86 | 0
COc1ccc(CN2CCN(S(=O)(=O)c3ccc(C)cc3)CC2)cc1Br | 97 | -13 | 94 | 93 | 5 | 94 | 94 | 0
Fc1ccc(Cn2ccc(-c3cnc(-c4ccccc4)s3)n2)cc1 | 90 | 13 | 100 | 98 | 8 | 116 | 99 | 0
COC(=O)[C@@]12CCCCN1[C@H](c1ccc(-c3cc(C(C)=O)cs3)cc1)[C@H]1C(=O)N(C)C(=O)[C@H]12 | 96 | 11 | 109 | 97 | 3 | 92 | 93 | 3
CCCOc1ccccc1C(=O)Nc1ccc(S(=O)(=O)N2CCN(C)CC2)cc1 | 99 | -4 | 97 | 100 | -6 | 108 | 103 | 2
Nc1cc(OCC(F)(F)F)cc(OCC(F)(F)F)c1 | 105 | -3 | 111 | 100 | 9 | 106 | 105 | 0
CN(C)c1cccc(N=C2C=C(N3CCOCC3)CC(C)(C)C2)c1 | 106 | 11 | 108 | 106 | -3 | 106 | 107 | 14
Cc1ccc(/C(N)=N/OC(=O)c2cc(-c3ccccc3)nc3ccccc23)cc1 | 110 | 11 | 87 | 100 | 16 | 110 | 94 | 5
COc1ccc(C(=O)NCC(O)COc2ccc(C(C)(C)C)cc2)cc1[N+](=O)[O-] (stereo not drawn) | 106 | 9 | 99 | 112 | 0 | 106 | 105 | 0
O=C(CCN1C(=O)c2ccccc2C1=O)Nc1cccc(S(=O)(=O)N2CCCCC2)c1 | 92 | 13 | 114 | 100 | 7 | 105 | 107 | 1
COc1ccccc1NC(=O)c1ccc(COc2ccccc2Br)o1 | 101 | 5 | 99 | 103 | -6 | 116 | 93 | 1
COc1ccc(NC(=O)c2ccc(NCCCN3CCOCC3)c([N+](=O)[O-])c2)cc1 | u | 8 | 92[may fluoresce violet] | 95[may fluoresce violet] | 9 | 99[may fluoresce violet] | 15[may fluoresce violet] | 0
O=C(NCC1CCCO1)c1ccc2c(c1)S(=O)(=O)c1ccccc1C2=O (stereo not drawn) | 97 | -3 | 97 | 101 | 1 | 103 | 102 | 3
O=C(O)c1ccc(Cl)cc1Nc1nc2cc(Cl)ccc2o1 | 104 | 3 | 109 | 106 | 10 | 102 | 105 | 0
COc1ccc(-n2c(=S)[nH]c3cc(C(=O)N4CCN(c5ccccc5)CC4)ccc3c2=O)c(OC)c1 | 98 | 26 | 94 | 106 | 3 | 102 | 103 | 0
O=C(Cn1c(-c2ccccc2Cl)nc2ccccc21)Nc1cccc(Cl)c1 | 103 | 12 | 97 | 97 | 2 | 99 | 98 | 0
Cc1ccc2[nH]c(=O)c(CN(Cc3ccccc3)C(=S)NCCCN(C)C)cc2c1 | 98 | 5 | 101 | 97 | -2 | 97 | 99 | 0
O=S1(=O)CCOC[C@H](c2ccccc2)N1Cc1cccc(F)c1 | 87 | 21 | 88 | 90 | -4 | 85 | 92 | 0

Profiles, quoted from the list:
CC(C)NC(=O)Cn1c(=O)cnc2ccccc21 is listed with CIT2 TOR yeast = 99; VLA-4 inh = 11; LAP4-GFP MLPCN = 91; RPL19A-GFP yeast = 106; GASC-1 inh = 7; MEP2 TOR yeast = 110; AGP1 TOR yeast = 100; GRK2 aptamer HTS = 4
CCCOc1ccccc1C(=O)Nc1ccc(S(=O)(=O)N2CCN(C)CC2)cc1 is listed with CIT2 TOR yeast = 99; VLA-4 inh = -4; LAP4-GFP MLPCN = 97; RPL19A-GFP yeast = 100; GASC-1 inh = -6; MEP2 TOR yeast = 108; AGP1 TOR yeast = 103; GRK2 aptamer HTS = 2

Back to the main list with the 6 entries that preceded the break.
SMILES | CIT2 TOR yeast | VLA-4 inh | LAP4-GFP MLPCN | RPL19A-GFP yeast | GASC-1 inh | MEP2 TOR yeast | AGP1 TOR yeast | GRK2 aptamer HTS
O=C(NCC1CCCO1)c1ccc2c(c1)S(=O)(=O)c1ccccc1C2=O (stereo not drawn) | 97 | -3 | 97 | 101 | 1 | 103 | 102 | 3
O=C(O)c1ccc(Cl)cc1Nc1nc2cc(Cl)ccc2o1 | 104 | 3 | 109 | 106 | 10 | 102 | 105 | 0
COc1ccc(-n2c(=S)[nH]c3cc(C(=O)N4CCN(c5ccccc5)CC4)ccc3c2=O)c(OC)c1 | 98 | 26 | 94 | 106 | 3 | 102 | 103 | 0
O=C(Cn1c(-c2ccccc2Cl)nc2ccccc21)Nc1cccc(Cl)c1 | 103 | 12 | 97 | 97 | 2 | 99 | 98 | 0
Cc1ccc2[nH]c(=O)c(CN(Cc3ccccc3)C(=S)NCCCN(C)C)cc2c1 | 98 | 5 | 101 | 97 | -2 | 97 | 99 | 0
O=S1(=O)CCOC[C@H](c2ccccc2)N1Cc1cccc(F)c1 | 87 | 21 | 88 | 90 | -4 | 85 | 92 | 0
Cc1cc(C)n2nc3nc4c(cc3c2n1)CCCC4 | 114 | -5 | 100 | 98 | 7 | 102 | 101 | 0
COc1ccc(OC)c(C(c2nnnn2Cc2ccccc2)N2CCC(C(N)=O)CC2)c1 (stereo not drawn) | 101 | -10 | 93 | 96 | 11 | 104 | 101 | 0
CCc1ccc2c(CN(C)Cc3ccc(OC(F)F)c(OC)c3)cc(=O)oc2c1 | 103 | 16 | 101 | 105 | -2 | 105 | 107 | 0
Cc1ccc(Nc2nnc(SCc3cc(=O)n4ccsc4n3)s2)c(C)c1 | 94 | 17 | 93 | 97 | -2 | 100 | 93 | 0
FC(F)(F)c1cccc(Cc2noc(CN3CCCCC3c3ccccn3)n2)c1 (stereo not drawn) | 104 | 2 | 104 | 99 | 11 | 103 | 105 | 2
O=c1cc(CO)oc(C(Nc2ccccn2)c2ccccc2Cl)c1O (stereo not drawn) | 93 | 8 | 89 | 90 | -12 | 97 | 91 | 0
Cc1cccc(NC(=O)CSc2nnc([C@H](C)NC(=O)OC(C)(C)C)o2)c1C | 101 | -63 | 97 | 102 | -23 | 102 | 106 | 2
Cc1c(Cl)cccc1N(CC(=O)NC(C)c1ccccc1)S(C)(=O)=O (stereo not drawn) | 100 | -18 | 97 | 97 | 114 | 108 | 98 | 6
COc1ccc(S(=O)(=O)NCc2cccnc2)cc1 | 104 | 3 | 87 | 101 | 0 | 98 | 108 | 4
O=C(O)c1ccc(-n2cccc2/C=C2/NC(=O)N(c3ccccc3)C2=O)cc1 | 90 | -19 | 98 | 92 | 8 | 102 | 97 | 73*
Cc1cc(C(=O)CN2CCN(CC(=O)Nc3ccc(F)cc3)CC2)c(C)n1C1CC1 | 90 | 8 | 93 | 92 | -3 | 98 | 96 | 1
COc1ccccc1OCCCOc1cccc(/C=C2\SC(=O)NC2=O)c1 | 105 | -8 | 90 | 98 | 76 | 92 | 102 | 0
C[C@@H]1C[C@@H]2O[C@H]2/C=C\C=C\C(=O)Cc2c(Cl)c(O)cc(O)c2C(=O)O1 | 88 | 0 | 108 | 88 | 17 | 105 | 106 | 3
Cc1cc2nc3c(c(=O)n2[nH]1)CCCC3 | 103 | 91* | 99 | 99 | 5 | 103 | 102 | 0
CCOC(=O)C1CCCN(S(=O)(=O)c2ccc3c(c2)N(C)C(=O)CC(=O)N3C)C1 (stereo not drawn) | 111 | 12 | 103 | 106 | -6 | 106 | 108 | 2
Cc1ccc2nc(NC(=O)c3ccc(Br)o3)sc2c1 | 98 | 6 | 88 | 101 | -18 | 95 | 93 | 1
OCCCCNc1cccc2ccccc12 | 92 | -35 | 99 | 96 | 5 | 101 | 101 | 2
O=C(CCc1nnc2ccc(NCc3ccco3)nn12)Nc1cc(F)ccc1F | 97 | 0 | 92 | 93 | 7 | 92 | 100 | 6
COc1cc2c(cc1OC)CN(CC(=O)Nc1ccc(Cl)c(S(=O)(=O)N(C)C)c1)CC2 | 94 | 12 | 96 | 102 | 6 | 95 | 94 | 0
Cc1ccc(C)c(N(CC(=O)NC(C)(C)C)C(=O)CCC(=O)Nc2nccs2)c1 | 92 | 9 | 90 | 101 | 0 | 97 | 95 | 1
CCOC(=O)c1ccc(NC(=S)N2CCN(Cc3ccccc3)CC2)cc1 | 100 | 24 | 107 | 106 | -2 | 107 | 109 | 4
O=C1c2ccccc2C(=O)N1CCCCSc1nnc2ccccn12 | u | -15 | u | u | -1 | u | u | 2
O=C(OCC(=O)N1CCCc2ccccc21)c1ccccc1OC(F)F | 100 | 6 | 118 | 101 | -1 | 108 | 106 | 9
COc1ccc(S(=O)(=O)NCc2ccc(C(=O)N3CCc4ccccc4C3)cc2)cc1 | 107 | 8 | 108 | 107 | 5 | 102 | 108 | 2
Cc1ccc(C(=O)NN(CCC#N)C2=NS(=O)(=O)c3ccccc32)cc1 | 102 | 11 | 103 | 94 | 2 | 98 | 102 | 0
CCC(=O)NC(=S)Nc1cccc(Cl)c1N1CCCCC1 | 104 | -1 | 87 | 98 | 6 | 108 | 107 | 0
Cc1cccc(N(CC(=O)NCc2ccco2)C(=O)CCC(=O)Nc2nccs2)c1 | 94 | 3 | 95 | 96 | 2 | 94 | 94 | 0
Cc1cc(C)c(S(N)(=O)=O)c(C)c1N(C)S(=O)(=O)c1ccccc1 | 90 | 12 | 94 | 99 | -1 | 97 | 97 | 0
O=C(CNCCC1=CCCCC1)Nc1ccc(N2CCCCCC2)cc1 | 99 | 26 | 103 | 103 | -3 | 105 | 102 | 0
CCC(C)c1ccc(NC(=O)C2CC2)cc1 (stereo not drawn) | 95 | 5 | 98 | 96 | 6 | 106 | 97 | 0

Printed as active in VLA-4 inh (from the list above):
SMILES | CIT2 TOR yeast | VLA-4 inh | LAP4-GFP MLPCN | RPL19A-GFP yeast | GASC-1 inh | MEP2 TOR yeast | AGP1 TOR yeast | GRK2 aptamer HTS
Cc1cc2nc3c(c(=O)n2[nH]1)CCCC3 | 103 | 91* | 99 | 99 | 5 | 103 | 102 | 0

Compound activity: PubChem BioAssay, several laboratories
